Tb PFK block = qHTS Assay to Find Inhibitors of T. brucei phosphofructokinase. ATP-dependent 6-phosphofructokinase (Trypanosoma brucei brucei), O15648. Potency, µM (series often up to 57.5 µM), for the others: at the highest dose activity, negative = inhibition, hits mostly inhibitors. 330,000 compounds, 0.17% hits. T. brucei PFK, ADP-Glo luminescence;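 note: potency is the fitted concentration of half-maximal effect; 0% = uninhibited 1x PFK enzyme wells and -100% = no-enzyme wells; nearly all actives have a fitted effect of over 60% in size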
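Activity is normalized to no-enzyme wells (full inhibition) and 1.25 nM enzyme wells (no inhibition). Reaction: 0.5 mM F6P, 0.1 mM ATP, 45 min RT, ADP-Glo luminescence; concentration-response curves fitted and classed by quality.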
Giardia killer = Small Molecules that selectively kill Giardia lamblia: qHTS | activity change, % at 7.66 µM, hits read low | Giardia lamblia trophozoite viability | 340,000 compounds, 0.15% hits; in the data active = activity change below about -80%; inconclusive = between about -30% and that limit;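 note: parasites exposed to compound for two days anaerobically before the ATP read; % is set by controls: 0 for no effect and ±100 for the full control effect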
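Luminescent ATP signal served as the viability read-out, measured 15-30 min after adding ATP detection reagent to trophozoites that had been incubated with compounds for 48 hrs at 37 deg C anaerobically at 100 cells/well.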
hERG WT inh = qHTS for Inhibitors of KCHN2 3.1: Wildtype qHTS; Voltage-gated inwardly rectifying potassium channel KCNH2 (Homo sapiens), Q12809; 340,000 compounds, 0.37% hits; U2OS, BacMam KCNH2, thallium flux FluxOr; hits give low values; activity change, % at 1.84 µM;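 active = maximum activity change below -70%; inconclusive = maximum activity change between -70% and -50%; inactive = maximum activity change above -50%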; note: % is set by controls: 0 for no effect and ±100 for the full control effect
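U2OS cells were transduced with wild-type KCNH2 virus (2.03 x 10^8 / mL) for 4 h at room temperature, then cultured overnight at 37 C. Thallium flux was read with FluxOr dye. Rate constants were normalized to DMSO controls.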
TSHR antag = Antagonists of the Thyroid Stimulating Hormone Receptor: HTS campaign; activity change, negative = inhibition, % at 11.5 µM; 330,000 compounds, 0.2% hits; AID 504810, 2011; TSHR-expressing cells, TSH-stimulated cAMP HTRF, 2 h; hits give low values; Thyrotropin receptor (Homo sapiens), P16473;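 active = activity change below a set negative limit, meaning inhibition stronger than a set level, cut at about -70% in these data; inconclusive = activity change between two set negative limits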; note: % is set by controls: 0 for no effect and ±100 for the full control effect
Target sequence (P16473 whole entry, looked up): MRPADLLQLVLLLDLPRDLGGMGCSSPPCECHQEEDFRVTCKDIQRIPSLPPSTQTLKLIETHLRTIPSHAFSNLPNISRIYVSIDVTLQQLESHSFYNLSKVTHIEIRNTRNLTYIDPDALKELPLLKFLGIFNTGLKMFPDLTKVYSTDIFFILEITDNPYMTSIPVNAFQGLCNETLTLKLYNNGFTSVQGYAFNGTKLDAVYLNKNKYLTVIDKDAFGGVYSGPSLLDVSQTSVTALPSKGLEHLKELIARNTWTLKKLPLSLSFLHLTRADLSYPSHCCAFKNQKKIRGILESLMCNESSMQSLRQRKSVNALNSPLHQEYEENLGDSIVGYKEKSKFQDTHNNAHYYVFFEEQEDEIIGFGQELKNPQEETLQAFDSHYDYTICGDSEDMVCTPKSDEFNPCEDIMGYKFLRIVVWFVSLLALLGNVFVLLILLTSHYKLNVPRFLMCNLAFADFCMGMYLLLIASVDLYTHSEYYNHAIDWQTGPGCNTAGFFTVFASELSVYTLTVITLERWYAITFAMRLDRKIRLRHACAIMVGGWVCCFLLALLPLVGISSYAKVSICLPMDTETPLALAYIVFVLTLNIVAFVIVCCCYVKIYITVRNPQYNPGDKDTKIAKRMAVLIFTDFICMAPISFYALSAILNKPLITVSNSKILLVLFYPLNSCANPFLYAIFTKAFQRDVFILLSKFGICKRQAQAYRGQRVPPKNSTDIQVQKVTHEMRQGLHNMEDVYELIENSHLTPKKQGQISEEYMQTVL
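Competitive HTRF cAMP read-out (cryptate anti-cAMP antibody, cAMP-d2; 30 min, room temperature) in freshly harvested TSHR cells. Compounds added before TSH at EC80 (4nM final), followed by 2 hours' incubation at 37 deg C.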
BCR signal inh = qHTS Assay to Find Inhibitors of Chronic Active B-Cell Receptor Signaling. 340,000 compounds, 0.05% hits. Potency, µM (titrated, usually from 46.1 µM), for inactives: at the highest dose ratio change, negative = lower green/red ratio, actives largely listed as inhibitors. ABC-DLBCL IkBa-CBG/CBR reporter, luminescence ratio, 4 h; active = well fitted inhibition curve with a large enough effect in the signal ratio, with a control signal flat, not every such curve was filed as active; inconclusive = small, poorly fitted or top-dose-only effect, or effect the other way, or a change in a side signal; the % refers to the signal ratio;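 note: potency is the fitted concentration of half-maximal effect; plate controls were basal doxycycline-induced cells for no effect and cells given 10 µM MG132 for full effect; MG132 reads +100%, hits lower the ratio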
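TMD8 ABC-DLBCL cells carrying doxycycline-inducible green luciferase fused to IkappaBalpha plus unfused red luciferase were exposed to compounds (up to 46 uM) for 4 hrs at 37C. Activity came from the overlap-corrected green/red luminescence ratio.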
FBPA coupling cs = qHTS Assay for Inhibitors of Fructose-1,6-bisphosphate Aldolase from Giardia Lamblia: Coupling assay counterscreen | 290,000 compounds, 0.67% hits | activity change, negative = inhibition, % at 58.2 µM, hits read low | coupling enzyme system counterscreen, AmpLite Red fluorescence; in the data active = activity change below about -30%; note: % is set by controls: 0 for no effect and ±100 for the full control effect
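Counterscreen of the coupled detection system alone, without aldolase: glyceraldehyde-3-phosphate coupling enzymes plus AmpLite Red readout. Compounds at 57.5 uM final, 10 min RT preincubation, 20 min RT reaction, fluorescence 525/598 nm.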
TCR activator = Activators of T cell receptors: qHTS campaign | primary human leukocytes, anti-CD3, IL-2 HTRF, 48 h | Potency, µM (titrated, usually from 9.22 µM), for inactives: at the top dose activation of IL-2 secretion, usual class: activators | 330,000 tested, under 10 active | AID 504894, 2011; note: % of control where 0% means no effect
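Activity was scored as IL-2 release from primary human leukocytes given only a TCR signal (a-CD3 beads) plus compound for 48 hr. Detection used a two-antibody HTRF format read at 665nm.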
GALK inhibitor = qHTS Assay for Inhibitors of Human Galactokinase (GALK); Potency, µM (doses to about 57.5 µM), for inactives: at the top dose activity change, negative = inhibition, usual class: inhibitors; Purified GALK, Kinase-Glo residual ATP luminescence; 270,000 compounds, 0.007% hits; AID 1868, 2009; note: potency is the fitted concentration of half-maximal effect; % is set by controls: 0 for no effect and ±100 for the full control effect
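Quantitative HTS: GALK 5 nM, ATP 35 uM, galactose 100 uM, 1 h room temperature, then luciferase-based ATP detection.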
CXXC DNA block = qHTS Fluorescence Polarization Assay for Inhibitors of MLL CXXC domain - DNA interaction; Histone-lysine N-methyltransferase 2A (Homo sapiens), Q03164; 290,000 compounds, 0.037% hits; Potency, µM (titrated, usually from 115 µM), for inactives: at the highest dose activity change, negative = inhibition, usual class: inhibitors; MLL-CXXC / FITC-HOXA9 DNA fluorescence polarization; AID 2662, 2010; active = well fitted inhibition curve with a large enough effect in the polarisation, with a control signal flat, not every such curve was filed as active; inconclusive = small, poorly fitted or top-dose-only effect, or effect the other way, or a change in a side signal; inactive = no such curve, though single readings can be large or run the other way; the % refers to the polarisation; note: potency is the fitted concentration of half-maximal effect
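Steps: dispense CXXC domain solution (7 uM) → pin compounds or unlabeled HOX-A9 DNA control → 5 min ambient → add FLSN-HOX-A9 solution (50 nM) → spin → 30 min ambient → fluorescence polarization. Tris pH 7.5/NaCl/DTT/BSA buffer.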
AT treatment = qHTS Assay for Identifying a Potential Treatment of Ataxia-Telangiectasia. […] A-T fibroblasts, KAP-1 phosphorylation AlphaLISA; neocarzinostatin DNA damage 30 min before lysis. Potency, µM (highest dose often 57.5 µM), inactives show at the top dose activation, actives largely listed as activators. 320,000 compounds, 0.19% hits; note: potency is the fitted concentration of half-maximal effect; % of control where 0% means no effect; nearly all actives have a fitted effect of over 45% in size
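hTERT-immortalized A-T patient fibroblasts ([…]), 500 cells/well in OPTI-MEM, 1% FBS, got compounds for 60 min, then NCS for 30 min at 37C. Lysates were then assayed for phospho-KAP-1 by AlphaLISA (anti-pKAP1 donor, anti-KAP1 acceptor beads), 6 hr at 25C.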
Starred values were filed as active, the others as inactive; u = inconclusive; x = no result given; [ ] = dose if it differs, or a comment. Unless noted, calls come from the whole dose curve; as a rule, active = well fitted curve in the direction sought with a large enough effect; inconclusive = small, poorly fitted or top-dose-only effect, or another doubt; inactive = no such curve, though single readings can be large; an effect the other way counts as inactive or inconclusive.

Each structure is followed by: Giardia killer, GALK inhibitor, TSHR antag, Tb PFK block, BCR signal inh, FBPA coupling cs, hERG WT inh, AT treatment, TCR activator, CXXC DNA block
1. CC1CCc2cc(F)ccc2N1C(=O)c1cccs1 (stereo not drawn)
 : u, 9%, 7, 2%, -1%, -5, 2, 9%, 9%, -6%
2. COc1ccc(/C=C/C(=O)Oc2ccc(C)cc2)cc1
 : 3, 0%, -29, -4%, 3%, -1, -5, 0%, -7%, 2%
3. C#CC(CC)(CC)NC(=O)/C=C/C(=O)O
 : 6, x, 33, 0%, -6%, 0, 2, 6%, -5%, -3%
4. CCCC(C(=O)NCCC(C)C)N(Cc1ccccc1)C(=O)c1snc(C(N)=O)c1N (stereo not drawn)
 : -17, 0%, -7, 2%, -1%, -1, -9, -4%, 9%, 0%
5. O=c1c(C(c2ccc(O)cc2)c2c(O)nc3n(c2=O)CCS3)c(O)nc2n1CCS2
 : -13, 2%, 10, u, -1%, 2, -7, -3%, 4%, u
6. COc1ccc(Nc2nc3ccc(OC)cc3s2)cc1
 : -7, 7%, -19, -2%, -5%, -3, 9, -1%, -2%, 0%
7. Cc1oc2c(cc(NS(=O)(=O)c3ccc(C(C)C)cc3)c3ccccc32)c1C(=O)O
 : 1, -2%, -12, 2%, u, -12, 4, -1%, -11%, -22%
8. CCOc1ccccc1NC(=S)NCCCn1ccnc1
 : -13, -2%, 5, 2%, 4%, -1, -2, 3%, -8%, 2%
9. COc1ccccc1N1CCN(C2CCN(S(=O)(=O)c3ccc(C)cc3)CC2)CC1
 : -2, -2%, 13, -1%, -2%, 0, 28, -4%, -1%, 1%
10. Cc1ccc(NC(=O)CCl)cc1S(=O)(=O)N1CCCCCC1
 : -6, 7%, -15, -1%, 2%, 4, -21, -13%, -1%, 7%
11. CC(C)(CNC(=O)CC1C(=O)NCCN1Cc1cccc(F)c1F)N1CCOCC1 (stereo not drawn)
 : 6, 8%, 8, -1%, -1%, 0, 5, -2%, 8%, 16%
12. COc1ccc(-c2noc(CCN3C(=O)c4ccccc4C3=O)n2)cc1OC
 : 3, -3%, -6, -1%, -16%, -4, -13, 13%, 3%, 4%
13. COc1ccc(OC)c(C2=Nn3c(nnc3-c3cc(OC)c(OC)c(OC)c3)SC2)c1
 : 6, 0%, 12, -7%, u, -28, 12, 15%, x, 0%
14. O=C1NC(Cc2c[nH]c3ccccc23)C(=O)N1CCOc1ccccc1 (stereo not drawn)
 : -7, 5%, -5, -1%, u, 0, -2, 5%, 1%, 5%
15. COc1ccccc1Nc1nc(Cl)c(C=O)s1
 : 23, 6%, 18, 0%, 3%, 6, 8, -7%, -2%, u
16. Cc1ccc(C2Nc3ccccc3-c3nc4ccccc4n32)o1 (stereo not drawn)
 : 6, 0%, -9, 0%, 19%, -1, 15, 16%, 6%[46.1 µM], 2%
17. Cc1ccc2c(c1)C1C=CCC1C(C(=O)O)N2 (stereo not drawn)
 : x, x, -7, -16%, 2%, -3, x, 0%, x, 5%
18. OC(CN1CCN(c2ccc(C(F)(F)F)cn2)CC1)c1ccccc1 (stereo not drawn)
 : u, 2%, 3, -6%, u, 0, 6, -9%, -9%, -3%
19. CCCCC1CCC(C(=O)Nc2ccccc2)CC1 (stereo not drawn)
 : 1, 1%, -5, -3%, 3%, 3, -2, -3%, 4%, 2%
20. O=C(NCCCN1CCOCC1)c1ccc(N2CCOCC2)c([N+](=O)[O-])c1
 : -18, -2%, -12, 1%, 1%, x, -8, 17%, 2%, 4%
21. O=C(COc1ccccc1)Nc1nnc(-c2ccco2)o1
 : -9, 1%, -11, 2%, u, 1, -12, -2%, -1%, u
22. CCN1CCc2nc(NC(=O)c3ccc(S(=O)(=O)N(C)C)cc3)sc2C1
 : 0, 8%, 26, -1%, 3%, -13, 6, 7%, -20%, 2%
23. COc1ccc(C(=O)N/C(=C\c2cn(C)c3ccccc23)C(=O)NCCCN2CCOCC2)cc1
 : -17, 2%, -4, -4%, -2%, x, -2, -6%, -1%, 4%
24. CSc1nsc(SC)c1C(=O)OCC(F)(F)F
 : -12, -1%, 27, 0%, u, -12, 5, 12%, 1%, -8%
25. Cc1cccc2cc(C#N)c(SCC(=O)NNC(=O)Cc3ccccc3)nc12
 : 2, 0%, -10, -5%, 12%, 7, -7, -5%, 3%, 43%[activator]
26. Cn1ccc(C(=O)OCC(=O)Nc2ccccc2)n1
 : -19, -2%, 11, 0%, -5%, 2, -8, 1%, -8%, 2%
27. O=C(Nc1cc(N2CCOCC2)ncn1)Nc1cccc2ccccc12
 : -5, -4%, -10, -1%, u, -4, 1, -3%, 5%, 3%
28. C/C(=N/NC(=O)C1CC1(c1ccccc1)c1ccccc1)c1cccs1 (stereo not drawn)
 : 6, -2%, 15, 10%, -13%, 5, -12, -4%, -3%[46.1 µM], 17%
29. COC(=O)c1cccc(NC(=O)/C=C/c2cccc([N+](=O)[O-])c2)c1
 : -15, 0%, 19, -4%, u, 2, -14, -4%, 4%, 7%
30. O=C(NCc1ccc(OC(F)(F)F)cc1)C1CC2Cn3c(nc4ccccc43)C2N1c1ccccc1 (stereo not drawn)
 : 11, x, 1, 3%, 10%, 0, -5, 2%, -4%, -11%
31. CN(C)c1ccc(/C=N/n2c(C3CCCCC3)n[nH]c2=S)cc1
 : 14, 1%, -1, -26%, 1%, 1, -7, 3%, -2%, 5%
32. O=C(COC(=O)c1cnccn1)NCc1ccccc1
 : 7, 1%, -1, 3%, 3%, 1, 3, -3%, -11%, 4%
33. O=C(Nc1ccc2ccccc2n1)Nc1cccs1
 : -29, 1%, -1, 2%, u, -2, 6, 0%, -9%, -3%
34. COc1cc(/C=N/NC(N)=S)ccc1OCC(=O)N1CCOCC1
 : 10, 1%, -17, -1%, -3%, 0, 2, -2%, 0%[46.1 µM], 3%
35. Cc1ncoc1C(=O)Nc1ccccc1C(N)=O
 : 13, -1%, -1, 0%, -12%, -5, -5, 1%, x, 1%
36. CC(=O)c1ccc(N2CCN(C(=O)COc3ccccc3F)CC2)c(F)c1
 : 2, -2%, 0, -4%, 4%, 1, 6, 2%, 4%[46.1 µM], -4%
37. O=C(CC1S/C(=N/N=C2CCCCCC2)NC1=O)Nc1ccccc1C(F)(F)F (stereo not drawn)
 : 2, 1%, 2, 2%, 5%, -1, -10, -6%, 2%, 14%
38. O=C(CN1C(=O)/C(=C/c2ccccc2F)Sc2ccccc21)NCc1cccnc1
 : 14, 2%, -28, 0%, u, -2, -2, -4%, 0%, 18%
39. O=[N+]([O-])c1ccccc1Nc1nc(-c2cccnc2)cs1
 : 7, 1%, -1, 0%, u, 0, -7, 8%, x, -7%
40. Cc1ccc(NC(=O)COC(=O)CCn2c(C)csc2=O)c([N+](=O)[O-])c1
 : 2, x, -10, -1%, 0%, x, -3, -2%, 10%, x
41. O=C(COC(=O)c1n[nH]c(=O)c2ccccc12)NC1CCCCC1
 : 7, x, -13, 0%, 0%, x, 3, 0%, 7%, x
42. COc1ccc2c(c1OC)C(=O)OC2Nn1cncn1 (stereo not drawn)
 : 6, 0%, 17, 2%, -2%, -1, -4, -4%, -36%, 2%
43. O=C(c1ccc(S(=O)(=O)NCc2ccco2)cc1)N1CCCC(C(F)(F)F)C1 (stereo not drawn)
 : -1, x, 6, 4%, 3%, x, 18, 4%, -2%, x
44. CCOc1ccccc1N(CC(=O)NCc1ccncc1)S(=O)(=O)c1ccccc1
 : 6, 3%, 5, 1%, 2%, 1, 2, 3%, -3%, 0%
45. c1ccc2sc(NC3=NCN(CCN4CCOCC4)CN3)nc2c1
 : -7, -2%, -5, -1%, -8%, 0, 1, 0%, 6%, -6%
46. COc1ccc(C(C(=O)NC(C)(C)C)N(C(=O)Cn2nnc3ccccc32)c2ccc(C(C)=O)cc2)cc1O (stereo not drawn)
 : -6, 1%, 6, -5%, -1%, 3, -8, -23%, 4%, -16%

Source: PubChem (National Center for Advancing Translational Sciences (NCATS))
